VLA-4 inh: inhibition in a human VLA-4 binding assay; actives 0.2% (n = 330,000); inhibition, % (about 7 µM as worked out from the volumes in the protocol); VLA-4 expressing cells, ligand binding flow cytometry; AID 2557; in the data active = inhibition above about 50%
CIT2-GFP yeast: alters CIT2-GFP fluorescence in TOR pathway yeast screen. S. cerevisiae CIT2-GFP strain, flow cytometry, 3 h; 100 means same as DMSO wells. GFP response vs DMSO, % at 10 µM. actives 0.065% (n = 320,000). AID 2029;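 active = GFP response relative to DMSO above a set limit, near the screen mean plus 3 SD, cut at about 150% in these data; inconclusive = Fewer than 70 cells measured for a yeast strain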;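 note: ratio of well median GFP fluorescence to mean of DMSO wells on the plate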
Bcl-xL primary: inhibitors of human Bcl-xL; Q07817; GST-Bcl-xL / FITC-Bim BH3 peptide fluorescence polarization; inhibition, % at 10.9 µM; actives 0.7% (n = 320,000); AID 2129;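 active = inhibition above the mean of all tested compounds plus 3 SD, cutoff set per campaign, cut at about 30% in these data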;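 note: 0% = DMSO wells and 100% = unlabeled Bim-BH3 peptide competitor; inhibitors lower millipolarization by displacing the labeled peptide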
Target sequence (Q07817 whole entry, looked up): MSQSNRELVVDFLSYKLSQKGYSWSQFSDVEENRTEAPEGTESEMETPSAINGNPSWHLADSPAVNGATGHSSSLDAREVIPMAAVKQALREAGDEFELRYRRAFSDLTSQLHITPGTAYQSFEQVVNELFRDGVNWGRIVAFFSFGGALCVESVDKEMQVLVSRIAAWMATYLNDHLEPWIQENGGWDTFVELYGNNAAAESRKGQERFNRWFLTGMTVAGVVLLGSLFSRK
MEX-5 binding: C. elegans MEX-5 TCR-2 RNA binding activity | MEX-5/FITC-TCR2 RNA binding, fluorescence polarization; stronger effect = lower value | activity score (negative = inhibition of binding), % at 10 µM | actives 0.38% (n = 300,000) | AID 1832;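 active = inhibition past about -25% in most replicates, and total fluorescence under double the plate's negative control median, limit read from the data; inconclusive = replicates evenly split on the limit, or fluorescence at least double controls; inactive = too little inhibition in most replicates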;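 note: 0% = DMSO and -100% = 5 µM competing unlabeled TCR2 RNA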
Target sequence (Q9XUB2 whole entry, looked up): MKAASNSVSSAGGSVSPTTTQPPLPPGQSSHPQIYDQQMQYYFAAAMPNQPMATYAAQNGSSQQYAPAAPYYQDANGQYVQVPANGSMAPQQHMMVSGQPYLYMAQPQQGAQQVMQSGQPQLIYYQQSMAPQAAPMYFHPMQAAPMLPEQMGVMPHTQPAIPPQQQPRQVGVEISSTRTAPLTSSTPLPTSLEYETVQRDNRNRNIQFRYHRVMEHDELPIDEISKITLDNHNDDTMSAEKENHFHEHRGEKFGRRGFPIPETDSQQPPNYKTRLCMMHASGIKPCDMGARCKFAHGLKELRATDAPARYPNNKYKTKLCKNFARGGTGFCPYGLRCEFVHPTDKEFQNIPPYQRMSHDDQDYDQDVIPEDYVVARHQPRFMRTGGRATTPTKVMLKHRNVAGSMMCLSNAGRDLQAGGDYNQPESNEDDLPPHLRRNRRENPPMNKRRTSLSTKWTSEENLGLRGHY
GRK2 inh: blocks RNA aptamer binding to human GRK2. bead flow cytometry, FAM-aptamer displacement from GRK2. inhibition of aptamer binding, % at 10 µM. actives 0.59% (n = 330,000);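 active = inhibition of aptamer binding above 40%, roughly 3 SD of noise, on plates passing a quality check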;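 note: median bead fluorescence of bound FAM aptamer so fluorescent compounds give negative values; no value below 0 was filed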
GLD-1 RNA inh: GLD-1-TGE RNA interaction inhibition (C. elegans); AID 2280; purified GLD-1 + fluorescein TGE RNA, fluorescence polarization; inhibition, % at 5.96 µM; actives 0.44% (n = 320,000);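 active = percent inhibition above a per-plate cutoff, the plate mean of test compounds plus 3 SD, cut at about 30% in these data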;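 note: 0% = DMSO wells with GLD-1 and probe and 100% = wells lacking GLD-1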
Fam108B inh: counter-screen for RBBP9 inhibitors: inhibitors of mouse Fam108B | actives 0.33% (n = 300,000) | inhibition, % at 9.51 µM | recombinant Fam108B, FP-Rh probe fluorescence polarization;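 active = inhibition above the screen mean inhibition plus 3 SD, computed separately per campaign, cut at about 18% in these data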;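 note: inhibitors lower polarization as less probe binds the enzyme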
MCL1-BIM inh: inhibitors of human MCL1 binding to BIM-BH3 peptide. actives 0.68% (n = 320,000). GST-MCL1 / FITC-Bim-BH3 fluorescence polarization. AID 2057. inhibition, % at 10.9 µM;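 active = inhibition above the mean inhibition of all tested compounds plus 3 SD, set per campaign, cut at about 40% in these data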;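 note: 0% = DMSO wells and 100% = unlabeled Bim-BH3 peptide control; higher means more loss of mP so more displacement of Bim peptide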
Target sequence (Q07820 whole entry, looked up): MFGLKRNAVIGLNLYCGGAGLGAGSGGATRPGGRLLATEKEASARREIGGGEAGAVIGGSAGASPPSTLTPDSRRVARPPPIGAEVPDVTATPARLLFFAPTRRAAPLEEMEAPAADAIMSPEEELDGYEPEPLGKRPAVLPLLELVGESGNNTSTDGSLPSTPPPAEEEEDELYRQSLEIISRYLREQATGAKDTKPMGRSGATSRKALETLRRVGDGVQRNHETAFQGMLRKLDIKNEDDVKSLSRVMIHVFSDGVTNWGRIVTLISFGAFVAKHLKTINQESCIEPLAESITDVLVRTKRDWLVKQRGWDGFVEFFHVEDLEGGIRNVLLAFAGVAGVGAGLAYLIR
AGP1 TOR yeast: modulators of TOR pathway AGP1-GFP in S. cerevisiae; GFP response vs DMSO, % at 10 µM; actives 0.02% (n = 320,000); S. cerevisiae AGP1-GFP multiplex flow cytometry, 3 h; GFP as percent of DMSO wells;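 active = GFP response relative to DMSO above a set limit, near screen average plus 3 SD, cut at about 150% in these data; inconclusive = fewer than 70 cells counted for the yeast strain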;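 note: median GFP channel fluorescence of the gated AGP1 strain per well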
Numbers without * were called inactive; ? = inconclusive; · = no result given; [ ] = another dose, or the depositor's remark. Outcome played no part in choosing rows; 2.2% or so of the library scored in one or more.

Values in the order – VLA-4 inh | CIT2-GFP yeast | Bcl-xL primary | MEX-5 binding | GRK2 inh | GLD-1 RNA inh | Fam108B inh | MCL1-BIM inh | AGP1 TOR yeast
> O=C(CNC(=O)c1ccco1)NCC(=O)OCc1ccc(Cl)cc1Cl
    25 | 91 | -1 | -2.3 | 1 | 9 | 2 | -8 | 96
> Cc1ccc2[nH]c(C(=O)NN=C3CCCCC3)c(-c3ccccc3)c2c1
    2 | 122 | -3 | 2.7 | 0 | -8 | 0 | 2 | 89
> COc1cccc(OCCCOc2ccccc2C(C)C)c1
    2 | 109 | 5 | -1.7 | 1 | 3 | 4 | 2 | 106
> CC(C)NC(=O)CSc1nnc(-c2ccc(C(C)(C)C)cc2)n1C
    4 | 94 | -2 | 1.3 | 4 | 3 | -6 | -1 | 100
> COc1cc(/C=C2/NC(=O)N(Cc3ccccc3F)C2=O)ccc1O
    11 | 106 | 6 | -0.2 | 2 | 11 | 2 | -5 | 105
> COc1ccc(N2CCN(S(=O)(=O)c3ccc(OC)cc3)CC2)cc1
    16 | 98 | 6 | 0.1 | 3 | 8 | 2 | 4 | 96
> O=C(c1ccccc1Sc1c(Cl)cccc1[N+](=O)[O-])N1CCOCC1
    22 | 97 | 8 | 1.8 | 0 | 2 | 5 | 6 | 96
> Cc1ccccc1-n1c(C)cc(/C=N/Nc2ccc([N+](=O)[O-])cn2)c1C
    3 | ? | -47 | 0.8 | 0 | -14 | -6 | -85 | ·
> OC(CNCC1(N2CCCCC2)CCCCC1)COc1ccc(Cl)cc1Cl (centres undefined)
    9 | 101 | 0 | -1.0 | 0 | 1 | 3 | 2 | 101
> COc1ccc(CCNC(=O)c2cc(=O)c3ccc(C)cc3o2)cc1OC
    26 | 106 | 2 | -1.9 | 6 | 6 | -3 | -3 | 101
> CN(C(=S)SCc1ccccc1)C1CCS(=O)(=O)C1 (centres undefined)
    0 | 98 | 7 | -2.0 | 0 | 2 | 1 | 6 | 95
> O=C(O)c1ccc(NC2=C(Cl)C(=O)c3ccccc3C2=O)cc1
    3 | 107 | 16 | -7.0 | 6 | 5 | 13 | 12 | 101
> CCOc1ncccc1C(=O)Nc1ccc2c(c1)OCO2
    2 | 102 | 7 | 0.8 | 1 | 3 | 5 | 3 | 99
> COC(=O)Cc1c[nH]c2cccc(OCC(O)CN(Cc3ccccc3)C(C)C)c12 (centres undefined)
    -1 | 103 | -4 | -0.2 | 0 | 1 | -3 | -2 | 101
> COc1ccc(CCNC(=O)CN2C(=O)COc3ccc(S(=O)(=O)N4CCOCC4)cc32)cc1OC
    -7 | 106 | 2 | -1.3 | 0 | 0 | -1 | -6 | 106
> O=C(O)c1[nH]c2ccc(Cl)cc2c1CC(=O)N1CCN(c2ccccc2)CC1
    4 | 100 | 9 | -1.3 | 5 | 0 | 1 | 7 | 102
> COc1ccc(C(=O)NC(=S)NCc2ccco2)cc1OC
    8 | 105 | 5 | 3.5 | 0 | -1 | -4 | 9 | ·
> COc1ccccc1-c1nnc2sc(COc3ccccc3)nn12
    -9 | 90 | 2 | 1.3 | 1 | 3 | -6 | -6 | 94
> CCOC(=O)c1ccc(NC(=O)c2nc[nH]c2C(=O)N(C)Cc2ccccc2)cc1
    -15 | 95 | 1 | 2.2 | 0 | 10 | 3 | 2 | 88
> O=c1c2ccccc2c(-c2ccccc2)nn1Cc1ccc(Cl)cc1
    -7 | 99 | -2 | -1.4 | 1 | -2 | 1 | 2 | 96
> CN(Cc1c(C(=O)N/N=C/c2ccc(O)cc2)nnn1-c1nonc1N)C1CCCCC1
    2 | 106 | 1 | 1.5 | 0 | -6 | -5 | 0 | 103
> CCNc1nc(NCC)n2c(SCC(=O)Nc3ccccc3C(F)(F)F)nnc2n1
    10 | 101 | 5 | -1.8 | 14 | 2 | 0 | 0 | 103
> O=C(Nc1ccccc1Oc1ccccc1)c1cccs1
    -9 | 112 | 0 | -0.3 | 1 | 0 | 4 | -3 | 95
> c1coc(-c2nc(-c3ccco3)c(-c3ccco3)nc2-c2ccco2)c1
    -9 | · | 80* | 3.1 | 0 | 23 | 71* | 106* | 68[may fluoresce violet]
> Cc1cc(OC(C)C(=O)NCCc2c[nH]c3ccccc23)c2c(C)cc(=O)oc2c1 (centres undefined)
    21 | 100 | 7 | 6.9 | 0 | -1 | -2 | 4 | 103
> CCOc1ccc(NC(=NCc2ccc3c(c2)OCO3)SC2CC(=O)N(c3ccc(C(=O)O)cc3)C2=O)cc1 (centres undefined)
    -1 | 96 | 4 | -0.7 | 0 | 4 | -6 | -2 | 91
> O=C(NCCc1ccc(C(F)(F)F)cc1)C1CC(=O)N(Cc2ccccc2)C1 (centres undefined)
    7 | 102 | 2 | · | 3 | 3 | · | -2 | 98
> O=C(CCc1c[nH]c2ccccc12)N1CCN(c2ccc(F)cc2)CC1
    28 | 96 | -2 | -4.8 | 0 | -2 | -8 | -2 | 96
> Cc1ccc(Nc2nnc(SCC(=O)NCCN3C(=O)CSC3=O)s2)cc1C
    15 | 102 | 8 | 0.3 | 0 | 7 | 0 | 1 | 104
> Clc1ccc2nc(-c3cccc(SC4CCCCC4)c3)c(NCc3ccccc3)n2c1
    1 | 70 | 4 | -0.2 | 1 | -11 | -5 | -1 | 83

Entries of single compounds as entered above:
`OC(CNCC1(N2CCCCC2)CCCCC1)COc1ccc(Cl)cc1Cl` (centres undefined) across the screens: VLA-4 inh: 9; CIT2-GFP yeast: 101; Bcl-xL primary: 0; MEX-5 binding: -1.0; GRK2 inh: 0; GLD-1 RNA inh: 1; Fam108B inh: 3; MCL1-BIM inh: 2; AGP1 TOR yeast: 101
`O=C(CCc1c[nH]c2ccccc12)N1CCN(c2ccc(F)cc2)CC1` across the screens: VLA-4 inh: 28; CIT2-GFP yeast: 96; Bcl-xL primary: -2; MEX-5 binding: -4.8; GRK2 inh: 0; GLD-1 RNA inh: -2; Fam108B inh: -8; MCL1-BIM inh: -2; AGP1 TOR yeast: 96

(list continues)
SMILES	VLA-4 inh	CIT2-GFP yeast	Bcl-xL primary	MEX-5 binding	GRK2 inh	GLD-1 RNA inh	Fam108B inh	MCL1-BIM inh	AGP1 TOR yeast
COc1cc(CNc2ccc(N3CCOCC3)cc2)cc(Br)c1OC	8	97	16	2.1	0	3	1	16	96
Cc1cccc2c1OCC/C2=N\NC(=O)COc1ccccc1	3	99	5	0.3	0	5	0	-4	98
CC(Sc1ccccn1)C(=O)Nc1ccc2c(c1)OCO2 (centres undefined)	-8	94	4	·	0	4	·	5	95
COc1ccccc1CC(=O)Nc1ccc2c(C)cc(=O)oc2c1	2	94	9	0.2	2	-7	-4	4	101
COc1ccc(C)cc1NC(=O)c1ccc(-c2ccc(C(C)=O)cc2)o1	-2	90	-2	-1.1	0	-10	-1	-8	94
COc1ccc(C(=O)Nc2ccc(NC(=O)Cc3ccccc3)cn2)cc1	35	108	2	0.6	1	5	1	-2	110
COCCN=C1OC(=O)N2C(=O)C3=C4[C@@H](C[C@H]5C(=O)N(c6ccccc6)C(=O)[C@H]5[C@H]4[C@@]12Cc1ccccc1)[C@H]1C(=O)N(c2ccccc2)C(=O)[C@H]1[C@H]3C	-4	105	14	-1.1	0	30	-5	14	109
CCCCN(C(=O)CNC(=O)c1ccco1)C(C(=O)NC1CCCCC1)c1cccnc1 (centres undefined)	-4	100	2	-3.2	3	3	-1	3	107
CCCNC(=O)COc1cccc(C(=O)NCc2ccccc2)c1	1	103	8	0.4	5	-2	7	3	94
CC(C)C(=O)N(Cc1cc(=O)[nH]c2ccccc12)c1ccccc1	3	100	6	-0.1	1	-6	0	4	94
O=C(COc1ccc(F)cc1)Nc1ccc2c(c1)OCCO2	18	90	6	-0.9	7	-2	3	8	90
C=CCn1c(SCC(=O)c2ccc(F)cc2)nnc1-c1ccc2c(c1)OCO2	-3	97	-5	-0.2	3	8	-2	-7	103
CC(C)Cc1nc2c(nnn2Cc2ccccc2F)c(=O)[nH]1	2	101	4	-1.5	2	1	1	8	98
Cc1cc(C(=O)CN2C(=O)NC3(CCCCC3C)C2=O)c(C)n1Cc1cccs1 (centres undefined)	9	98	3	-1.3	0	2	-7	1	95
CCc1nnc(N/N=C/c2ccc(N3CCC(C)CC3)c([N+](=O)[O-])c2)n1N	4	95	5	-3.2	2	-5	0	7	86
CC(C)OCCCN1CN(S(=O)(=O)c2cccs2)c2nc3ccccc3nc21	9	107	10	5.9	0	10	-2	10	97
N=c1oc2ccccc2cc1C(=O)Nc1cccc(F)c1	1	99	0	-5.6	0	1	-5	-4	101
Cc1ccccc1OCC(=O)N(Cc1cccs1)C1CCS(=O)(=O)C1 (centres undefined)	7	100	7	0.6	5	6	1	3	107
CCOc1cc(C(=O)Nc2ccc(N3CCN(S(C)(=O)=O)CC3)cc2)cc(OCC)c1OCC	7	102	2	-1.3	1	10	3	0	102
O=C(Nc1ccc([N+](=O)[O-])cc1)c1ccccc1F	9	99	5	0.0	0	-7	-2	13	97
Cc1c(C(=O)N2CCN(Cc3cccs3)CC2)oc2ccccc12	3	97	2	·	5	-2	·	8	100
COc1ccc(CCN(C)C(=O)CNC(=O)Cc2cccc3ccccc23)cc1OC	13	101	3	3.8	0	-3	5	3	105
CCOc1ccc(S(=O)(=O)N/N=C2/CCCC(=O)C2)cc1	28	97	3	-1.6	3	12	2	1	103
COc1ccc(N2CCN(C(=O)COC(=O)CCOc3cc(C)ccc3C)CC2)cc1	-3	105	-3	0.9	0	0	3	0	111
CC(=O)N1c2ccc(S(=O)(=O)N3CCC(C(=O)NCc4ccccc4Cl)CC3)cc2CC1C (centres undefined)	8	107	2	-2.6	1	6	1	1	106
CC(C)C(C(=O)NC1CCCCC1)N(CC1CCCO1)C(=O)CNS(=O)(=O)c1ccc(F)cc1 (centres undefined)	23	103	-3	-1.0	2	8	1	1	105
Cn1c(CNC(=O)c2ccc3c(c2)OCO3)nnc1SCC(=O)Nc1ccc(F)cc1	6	103	0	2.3	2	5	0	-4	103
CCc1ccc(NC(=O)CSc2nc3ccccc3nc2N2CCCC2)cc1	20	100	5	-0.8	3	-1	-11	11	97
COc1ccc(C2CC2/C(C)=N/OC(=O)C2CC2)cc1 (centres undefined)	4	96	3	-1.2	3	5	4	1	97

Sorted by molar mass (ascending): 6 of the compounds above.
SMILES	VLA-4 inh	CIT2-GFP yeast	Bcl-xL primary	MEX-5 binding	GRK2 inh	GLD-1 RNA inh	Fam108B inh	MCL1-BIM inh	AGP1 TOR yeast
COc1ccc(C2CC2/C(C)=N/OC(=O)C2CC2)cc1 (centres undefined)	4	96	3	-1.2	3	5	4	1	97
Cc1c(C(=O)N2CCN(Cc3cccs3)CC2)oc2ccccc12	3	97	2	·	5	-2	·	8	100
COc1ccc(CCN(C)C(=O)CNC(=O)Cc2cccc3ccccc23)cc1OC	13	101	3	3.8	0	-3	5	3	105
COc1ccc(N2CCN(C(=O)COC(=O)CCOc3cc(C)ccc3C)CC2)cc1	-3	105	-3	0.9	0	0	3	0	111
Cn1c(CNC(=O)c2ccc3c(c2)OCO3)nnc1SCC(=O)Nc1ccc(F)cc1	6	103	0	2.3	2	5	0	-4	103
CC(C)C(C(=O)NC1CCCCC1)N(CC1CCCO1)C(=O)CNS(=O)(=O)c1ccc(F)cc1 (centres undefined)	23	103	-3	-1.0	2	8	1	1	105
